Source: PubChem (several laboratories)
Runt-SMMHC FRET: inhibitors of RUNX1 Runt–CBFb-SMMHC binding, primary screen, biochemical, FRET, Cerulean-Runt, Venus-CBFb-SMMHC, uHTS | 220,000 compounds, 0.74% hits | AID 1434, 2008 | Cerulean-Runt/Venus-CBFb-SMMHC FRET ratio 530/480, 1 h | inhibition, % at 20 µM;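 active = mean inhibition across duplicate retests at 20 µM reaching about 50%, limit read from the data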;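 note: 0% = DMSO wells and 100% = wells with excess untagged CBFb-SMMHC; inhibitors lower the FRET ratio by blocking Runt binding to CBFb-SMMHC; some results filed as inactive read as strong as hits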
Target sequence (Q01196 whole entry, looked up): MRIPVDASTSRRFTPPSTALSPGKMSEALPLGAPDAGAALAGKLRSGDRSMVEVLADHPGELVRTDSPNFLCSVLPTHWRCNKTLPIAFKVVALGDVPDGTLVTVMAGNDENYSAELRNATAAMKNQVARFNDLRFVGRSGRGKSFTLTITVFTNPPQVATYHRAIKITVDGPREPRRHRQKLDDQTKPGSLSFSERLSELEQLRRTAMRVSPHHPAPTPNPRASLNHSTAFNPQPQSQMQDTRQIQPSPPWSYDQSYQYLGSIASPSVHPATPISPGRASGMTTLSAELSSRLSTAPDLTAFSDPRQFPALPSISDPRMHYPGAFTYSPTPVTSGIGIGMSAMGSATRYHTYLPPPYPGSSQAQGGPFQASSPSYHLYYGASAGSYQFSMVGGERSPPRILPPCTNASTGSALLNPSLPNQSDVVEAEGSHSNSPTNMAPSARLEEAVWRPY
Target sequence (Q13951 whole entry, looked up): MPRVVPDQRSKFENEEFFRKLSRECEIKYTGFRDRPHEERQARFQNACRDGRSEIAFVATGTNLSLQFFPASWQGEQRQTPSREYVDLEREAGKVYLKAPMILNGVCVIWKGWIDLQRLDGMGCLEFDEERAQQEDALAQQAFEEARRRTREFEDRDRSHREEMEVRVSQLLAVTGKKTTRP
FXIa inh 1536: human FXIa protease inhibitors, primary screen, biochemical, 1536-well; Coagulation factor XI (Homo sapiens), P03951; 220,000 compounds, 0.14% hits; inhibition, % at 5 µM; purified FXIa, Boc-Glu-Ala-Arg-AMC fluorogenic substrate;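 active = inhibition of at least 40%; inactive = inhibition below 40%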;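 note: fluorescence of freed AMC excited at 355 nm; 0% = enzyme without compound and 100% = no enzyme blank; many of its hits are not listed in these tables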
Hck Nef HTS: inhibitors of Nef-activated human Hck kinase, primary screen, biochemical, Z-Lyte FRET, 384-well, Hck-YEEI | inhibition, % at 20 µM | Recombinant Hck-YEEI plus Nef, Z-Lyte FRET kinase assay | 220,000 compounds, 0.68% hits | Tyrosine-protein kinase HCK (Homo sapiens), P08631 | AID 463187, 2010;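 active = Hck-Nef kinase inhibition above about 50%, limit read from the data; inactive = inhibition below that limit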;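 note: 0% = DMSO with Hck plus Nef and 100% = Hck alone without Nef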
Runt-CBFb FRET: inhibitors of RUNX1 Runt–CBFb binding, primary screen, biochemical, FRET, Cerulean-Runt, Venus-CBFb, uHTS; Runt-related transcription factor 1 (Homo sapiens) + Core-binding factor subunit beta …; Cerulean-Runt/Venus-CBFb FRET ratio 530/480, 1 h; inhibition, % at 20 µM; 220,000 compounds, 0.46% hits;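 active = inhibition over about 50% at 20 µM in the single-dose screen, limit read from the data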;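 note: 0% = DMSO wells and 100% = excess unlabeled CBFb competitor control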
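Measured by: fluorescence energy transfer, 422 nm excitation, 530/480 nm emission; Assay system: Cerulean-Runt domain; Medium: Tris pH 7.5 buffer with BSA; Measure: loss of energy transfer signal; Controls: 5 µM unlabeled CBFb as full-inhibition high control; Incubation: protein complex preformed 1 h, compound exposure 1 h, room temperature, dark.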
Thrombin inh: human alpha-thrombin inhibitors, primary screen, counter-screen for coagulation protease inhibitor project, biochemical, 1536-well, fluorogenic AMC substrate | Prothrombin (Homo sapiens), P00734 | Boc-VPR-AMC fluorogenic substrate cleavage | inhibition, % at 5 µM | 220,000 compounds, 0.26% hits;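 active = inhibition at or above 40%; inactive = inhibition below 40%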;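 note: 0% = enzyme with no compound and 100% = wells without enzyme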
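Material: human alpha-thrombin protein. Incubation: reaction at ambient temperature. Technique: fluorescence of released AMC, ex 355 nm, em 460 nm. Control set: no-compound enzyme wells and no-enzyme blanks. Also added: Boc-VPR-AMC substrate, 15 µM final. Buffer or medium: pH 7.5 Tris (50 mM) with NaCl 150 mM, Tween 20 0.05%.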
14-3-3 Bad PPI: inhibitors of 14-3-3 zeta/Bad binding, primary screen, biochemical, TR-FRET, bovine 14-3-3 zeta | TR-FRET 14-3-3zeta/Dy647-pBad peptide displacement, 1 h | 220,000 compounds, 0.71% hits | 14-3-3 protein zeta/delta (Bos taurus), P63103 | inhibition, % at 21.7 µM | AID 781, 2007;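 active = inhibition above about 70%, limit read from the data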;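 note: 0% = full 14-3-3 plus peptide FRET controls and 100% = background without 14-3-3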
Target sequence (P63103 whole entry, looked up): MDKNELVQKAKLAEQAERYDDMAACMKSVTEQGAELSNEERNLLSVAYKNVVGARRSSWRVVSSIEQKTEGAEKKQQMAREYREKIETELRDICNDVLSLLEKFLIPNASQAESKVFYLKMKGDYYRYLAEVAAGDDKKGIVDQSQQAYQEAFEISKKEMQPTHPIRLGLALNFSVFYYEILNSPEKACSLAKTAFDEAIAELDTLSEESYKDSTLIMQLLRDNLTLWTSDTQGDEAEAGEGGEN
KLK5 inh: human KLK5 protease inhibitors, primary screen, biochemical, 1536-well. 210,000 compounds, 0.59% hits. AID 873, 2007. Kallikrein-5 (Homo sapiens), Q9Y337. recombinant hK5, fluorogenic AMC substrate cleavage. inhibition, % at 5 µM;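 active = inhibition of 40% or more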;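 note: 0% = enzyme controls without compound and 100% = no-enzyme blanks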
FXIIa inh 1536: human FXIIa protease inhibitors, primary screen, biochemical, 1536-well; 220,000 compounds, 0.3% hits; AID 800, 2007; purified FXIIa, Boc-QGR-AMC fluorogenic substrate, 2 h; inhibition, % at 5 µM; in the data active = inhibition above about 40%;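 note: 0% = enzyme with no compound and 100% = blank without enzyme; many of its hits are not listed in these tables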
Wee1 stabilizer: Wee1 degradation inhibitors, primary screen, cell-based, HeLa, Wee1K328M-luciferase, luminescence | reporter increase, % at 5 µM | 220,000 compounds, 1.2% hits | AID 1321, 2008 | Wee1-like protein kinase (Homo sapiens), P30291 | HeLa Luc-Wee1K328M stability; 100% = proteasome inhibitor MG132 effect;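 active = activation above the mean of all tested compounds plus 3 SD, set per screening run, cut at about 8.8% in these data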;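 note: cells exposed to compound for 20 h before luminescence read; 0% = DMSO alone and 100% = MG132 at 30 µM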
An asterisk follows results filed as active; · = no result given; & = joins results of further samples; [ ] = remark or other dose. Random draw from the library; any-hit rate near 4.2%.

SMILES | Runt-SMMHC FRET | FXIa inh 1536 | Hck Nef HTS | Runt-CBFb FRET | Thrombin inh | 14-3-3 Bad PPI | KLK5 inh | FXIIa inh 1536 | Wee1 stabilizer
COc1ccc(C(=O)COC(=O)Cn2nnc3ccccc32)cc1Br | 0.4 | 5.5 | -0.9 | 1.7 | 7.8 | -2.1 | -21.5 | 10.6 | -1.8
COC(=O)Nc1nnc(CC(=O)Nc2ccccc2C)s1 | 3.3 | 6.1 | 4.5 | -0.8 | 1.9 | -9.4 | -9.6 | 15.7 | -1.1
Cn1c(-c2csc(-c3ccccc3)n2)n[nH]c1=S | 23.7 | -6.3 | 9.6 | -4.8 | -5.3 | -4.4 | -3.6 | 8.2 | 0.3
O=C(OCC(=O)C12CC3CC(CC(C3)C1)C2)c1cccnc1Cl | 4.9 | 4.6 | 1.9 | -1.0 | -8.1 | -14.9 | -22.8 | 12.3 | 0.8
O=C(O)Cc1ccc(C(=O)c2cccs2)s1 | -0.2 | -4.3 | -0.4 | -2.0 | 1.8 | -5.7 | 0.3 | 5.1 | -0.7
CC1CN(Cc2nc3c(c(=O)n(C)c(=O)n3C)n2CC(=O)c2ccccc2)CC(C)O1 (stereo not given) | -5.1 | 5.9 | -12.9 | -3.2 | 3.5 | 4.0[fluorescence artefact?] | -6.7 | 14.3 | 3.0
COc1cccc(C(=O)Nc2nc3c(c(=O)[nH]2)CCCC3)c1 | -2.8 | -6.7 | -13.4 | 1.5 | -4.9 | 0.3 | 11.1 | 7.1 | -2.2
C/C(=N/NC(=O)c1cccs1)c1cccs1 | -1.2 | -1.7 | 26.3 | -0.3 | -11.0 | -1.2 | -4.6 | 5.0 | 3.2
COc1nc(C)ccc1-c1noc(-c2cccs2)n1 | -48.9 | -10.0 | 1.9 | 0.3 | -2.5 | -0.5 | 3.1 | 3.1 | 2.3
COC(=O)Cn1c(=O)sc2ccccc21 | 0.0 | 5.7 | 1.7 | 1.0 | -1.1 | -7.8 | -4.4 | -8.0 | 10.1*
CNc1ccc(/C=C2\CSc3ccccc3C2=O)cc1[N+](=O)[O-] | -10.5 | -4.4 | 3.2 | -1.7 | -10.7 | 4.0 | -3.2 | 2.2 | 1.2
COc1ccc(-c2nnn(CC(=O)NC3CCCc4ccccc43)n2)cc1OC (stereo not given) | 2.1 | · | 0.3 | -3.8 | · | · | · | · | -0.4
NNC(=O)c1cc(Br)cs1 | -2.7 | 0.8 | 1.2 | -1.9 | -3.6 | 3.5 | -6.3 | 6.0 | 2.5
O=C(NCc1ccco1)C1CCCN(S(=O)(=O)c2cccc3nsnc23)C1 (stereo not given) | -1.9 | 3.6 | -9.7 | -0.4 | -7.6 | -19.4 | -0.6 | 3.5 | 1.9
CCCCCCCCn1ccc(=N)cc1 | -1.3 | -3.1 | 10.8 | -1.7 | -7.8 | -4.4 | -2.3 | 1.4 | -0.4
O=C(NC1CCCC1)c1ccc(Br)s1 | -0.1 | 3.0 | -2.5 | 0.6 | -0.3 | 3.6 | -4.7 | 5.9 | 2.5
CCOC(=O)c1c(NC(=O)COC(=O)Cn2cnc3ccccc32)sc2c1CCC(C)C2 (stereo not given) | -4.2 | -6.8 | -2.9 | -10.4 | -9.1 | 1.3 | 5.1 | 1.8 | 4.3
CCN1C(=O)c2ccccc2S(=O)c2ccc(C(=O)NC3CC3)cc21 (stereo not given) | -4.9 | -8.3 | 19.0 | -0.2 | 6.2 | -12.9 | -9.4 | 8.5 | -2.3
CCC(C)(C)n1nnnc1C(c1cccnc1)N1CCCc2ccccc21 (stereo not given) | 4.3 | 2.0 | 1.6 | -0.8 | 5.2 | -10.1 | -16.8 | 10.8 | 2.5
O=C(NC1CC1)c1ccc2c(c1)ncn2C1CCCC1 | -3.2 | -3.1 | 3.4 | -0.4 | -10.1 | -3.2[fluorescence artefact?] | -30.9 | 6.8 | 0.1
CCCCOC(=O)C1CN(c2ccccc2)N=C1C(=O)OCC (stereo not given) | 0.5 | -1.1 | 6.5 | -1.1 | -1.7 | -20.9[fluorescence artefact?] | -5.3 | -0.5 | 0.5
O=c1c2ccccc2nc(SCCN2CCOCC2)n1CCc1ccccc1 | -4.1 | 0.2 | 23.1 | -8.2 | -6.4 | -4.9 | 3.9 | 12.1 | -0.6
Cc1c(C(=O)Nc2ccc(Cc3ccncc3)cc2)cccc1[N+](=O)[O-] | 10.0 | 3.0 | 5.5 | -1.0 | -2.3 | 0.2 | -10.3 | 12.5 | -0.6
Cc1c(N2C(=O)C3C4C=CC(C4)C3C2=O)c(=O)n(-c2ccccc2)n1C (stereo not given) | -5.6 | -1.6 | 2.9 | 3.3 | -15.8 | 2.2 | -2.5 | -2.6 | -2.9
Fc1cccc(Nc2ncnc3c2cnn3-c2ccccc2)c1 | -1.4 | 2.6 | 30.3 | 0.1 | -1.8 | 0.5 | 2.0 | 10.4 | ·
COc1ccc(C(=O)NNC(=O)Cc2ccc(-c3ccccc3)cc2)cc1OC | -3.8 | -0.9 | -0.4 | 0.1 | 3.7 | 3.7 | -7.5 | 21.0 | -2.9
O=C(NC(=S)Nc1cc(S(=O)(=O)N2CCOCC2)ccc1O)c1ccco1 | 6.9 | -1.0 | 5.7 | 25.3 | -7.0 | -14.2 | -2.0 | 4.4 | 2.2
COc1cccc(C(O)CC(N)=O)c1 (stereo not given) | -0.3 | 3.4 | -0.9 | -0.3 | 5.1 | 0.5 | -3.9 | 11.1 | 2.0
CC(C)C[C@H](NC(=O)c1[nH]cnc1C(=O)N[C@@H](Cc1ccccc1)C(=O)OC(C)(C)C)C(=O)OC(C)(C)C | -1.5 | -0.1 | 17.1 | -4.3 | -3.0 | -8.0 | -0.5 | 5.5 | ·
CCCCSc1nnc(-c2ccc(NC(=O)CC)cc2)n1C | -0.8 | 12.3 | 5.7 | 2.0 | -1.6 | 10.8 | -0.1 | 18.1 | 1.6
CCOc1cc(C(=S)N2CCCC2)ccc1OC(=O)Cc1ccc(F)cc1 | -5.9 | -1.7 | -2.3 | -1.7 | 1.9 | -10.8 | -5.3 | 5.7 | 7.6
CCOC(=O)/C(=N\Nc1ccccc1)S(=O)(=O)c1ccccc1 | -5.8 | -3.0 | 1.1 | 0.9 | -1.2 | -0.9 | -8.9 | 10.7 | 3.0
CCn1cc(C(=O)NCC2CCCO2)c(=O)c2cc(S(=O)(=O)N3CCCCC3)ccc21 (stereo not given) | 0.7 | 1.6 | 2.2 | -1.7 | 8.4 | 17.0[fluorescence artefact?] | 0.3 | 8.8 | -4.2
Cc1ccc(CC(=O)Nc2nc3c(s2)CCCC3)cc1 | 3.9 | -6.2 | 2.2 | 2.1 | -4.7 | -3.7[fluorescence artefact?] | -6.5 | 5.5 | 1.4
COc1ccccc1NC(=O)CCSc1nnc(-c2ccc(O)cc2)o1 | 2.0 | -5.0 | -3.9 | 0.0 | -7.4 | 1.5 | -5.2 | 3.7 | 1.3
c1ccc2[nH]c(-c3ccncc3)nc2c1 | -6.5&0.0 | 0.5&3.7 | 10.2&30.9 | 0.7&1.3 | -2.1 | 1.7&13.4 | 1.3&8.8 | 7.4&12.3 | -1.6&4.0
CSc1nc2ccc(Br)cc2[nH]1 | 1.9 | -0.4 | 24.7 | -4.3 | -5.0 | 3.2 | 0.1 | 7.0 | -0.1
CCCCN1C(=O)C(O)(CC(=O)c2c(C)coc2C)c2ccccc21 (stereo not given) | 1.7 | -0.6 | 2.6 | -0.1 | 0.8 | -1.5 | -4.0 | 8.7 | 3.8
O=C1CC(NNc2ccccc2)C(=O)N1c1ccc(N2CCCCC2)cc1 (stereo not given) | -7.6 | -2.7 | 0.0 | -3.9 | 2.2 | -1.6 | -15.4 | -2.1 | -0.6
CCN(CC)CCCNC(=O)Cn1cnc2sc(C)c(S(=O)(=O)N3CCN(c4ncccn4)CC3)c2c1=O | 2.4 | -2.8 | 0.1 | -0.4 | 3.1 | -0.7 | -7.7 | 5.6 | 0.3
O=C(Nc1c(F)cccc1F)c1ccc(-n2cncn2)nc1 | -1.2 | -5.2 | -0.9 | -0.2 | -2.8 | 5.8 | -3.4 | -16.0 | -1.5
CN(C)c1ccc(/C=C2\CCC/C(=C\c3ccccc3)C2=O)cc1 | -176.8 | 12.5 | 0.4 | -64.6 | -0.1 | 2.0[fluorescence artefact?] | 3.8 | 7.4 | 1.7
CCC(C)(C)NC(=O)C(c1ccccc1)N(C(=O)c1csnn1)C1CC1 (stereo not given) | -6.5 | 8.6 | 0.3 | -1.4 | -0.7 | 8.0 | -6.9 | 13.8 | 1.0
Nc1c(C(=O)Nc2nccs2)sc2nc(-c3cccs3)cc(C(F)(F)F)c12 | -15.4 | 5.3 | 2.9 | -0.1 | -0.1 | 9.6 | -29.6 | 13.8 | 0.8
Cc1ccc(NC(NC(=O)c2cccs2)C(Cl)(Cl)Cl)cc1 (stereo not given) | 3.5 | 6.6 | 0.4 | -16.8 | 2.1 | -5.4 | 4.4 | 4.0 | -1.6
O=C(Nc1cccnc1)c1ccccc1-c1ccccc1 | · | -2.0 | 13.8 | · | -8.1 | -8.4 | -2.0 | 3.4 | -3.5
C/C(CC(=O)N1CCN(C=O)CC1)=N\NC(=O)c1cccc([N+](=O)[O-])c1 | -5.9 | -6.9 | 17.1 | -2.1 | -9.8 | -6.2 | -6.0 | 10.4 | -2.8
